Compound activity: PubChem BioAssay, several laboratories
p97 inhibitor – blocks human p97 ATPase activity. 0.42% of 220,000 active. inhibition, % at 8 µM. AID 1481. recombinant p97 ATPase, Kinase-Glo ATP luminescence, 3 h; in the data active = inhibition above about 15%;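 note: 0% = DMSO vehicle and 100% = wells lacking enzyme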
Runt-CBFb FRET – inhibitors of human RUNX1 Runt domain binding to CBFb | Cerulean-Runt/Venus-CBFb FRET ratio 530/480, 1 h | inhibition, % at 20 µM | 0.46% of 220,000 active | AID 1496;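 active = inhibition over about 50% at 20 µM in the single-dose screen, limit read from the data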;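 note: 0% = DMSO wells and 100% = excess unlabeled CBFb competitor control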
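Measured by: fluorescence energy transfer, 422 nm excitation, 530/480 nm emission; test system: Cerulean-tagged RUNX1 Runt domain (FRET donor) fusion protein; buffer or medium: Tris pH 7.5 buffer with BSA; compound: one dose, 20 µM compound, 1% DMSO; times: two 1 h room-temperature incubations shielded from light; benchmarks: unlabeled CBFb 5 µM, positive control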
Runt-SMMHC FRET – inhibitors of human RUNX1 Runt domain binding to CBFb-SMMHC | Cerulean-Runt/Venus-CBFb-SMMHC FRET ratio 530/480, 1 h | inhibition, % at 20 µM | Q01196+Q13951 | 0.74% of 220,000 active;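 active = mean inhibition across duplicate retests at 20 µM reaching about 50%, limit read from the data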;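 note: 0% = DMSO wells and 100% = wells with excess untagged CBFb-SMMHC; inhibitors lower the FRET ratio by blocking Runt binding to CBFb-SMMHC; some results filed as inactive read as strong as hits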
EBV gp42 inh – blocks Epstein-Barr virus glycoprotein 42 binding | inhibition, % (tested at 21.74 µM) | Fluorescence polarization binding assay, mP read-out | AID 1085 | 0.42% of 220,000 active; in the data active = inhibition above about 50%
TbHK1 inh – T. brucei hexokinase 1 inhibition. recombinant TbHK1, G6PDH-coupled NADH A340. inhibition, % at 10 µM. 0.11% of 220,000 active;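 active = inhibition of 50% or more in the single-dose primary screen; inactive = inhibition below 50%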
RBBP9 inh – human RBBP9 hydrolase inhibition; inhibition, % at 7.94 µM; recombinant RBBP9, FP-Rh probe fluorescence polarization; 0.2% of 220,000 active; O75884;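 active = inhibition above the campaign mean of all tested compounds plus 3 SD, cut at about 14% in these data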;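 note: plate controls were DMSO wells with RBBP9 for no effect and wells lacking RBBP9 protein for full effect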
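Test system – recombinant human RBBP9 · Input – RBBP9 2.5 µM in dispensing solution, pre-mixing · Medium – Tris buffer pH 8.0, NaCl, Pluronic · Schedule – preincubation 30 min plus labeling 45 min at 25 °C · Measured by – fluorescence polarization · Measure – % inhibition · Controls – DMSO and no-protein wells · Replicates – one well per compound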
m-calpain inh – blocks pig calpain II enzyme activity. inhibition, % at 16 µM. purified calpain II, fluorogenic peptide substrate, 30 min. 0.37% of 220,000 active. AID 1236;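 active = inhibition above about 50%, limit read from the data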
Furin inh – blocks human furin protease activity; P09958; purified furin, fluorogenic substrate cleavage; inhibition, % at 30 µM; 0.061% of 220,000 active; in the data active = inhibition above about 25%; note: inactives centre near -15
Target sequence (P09958 108-714 limits assumed): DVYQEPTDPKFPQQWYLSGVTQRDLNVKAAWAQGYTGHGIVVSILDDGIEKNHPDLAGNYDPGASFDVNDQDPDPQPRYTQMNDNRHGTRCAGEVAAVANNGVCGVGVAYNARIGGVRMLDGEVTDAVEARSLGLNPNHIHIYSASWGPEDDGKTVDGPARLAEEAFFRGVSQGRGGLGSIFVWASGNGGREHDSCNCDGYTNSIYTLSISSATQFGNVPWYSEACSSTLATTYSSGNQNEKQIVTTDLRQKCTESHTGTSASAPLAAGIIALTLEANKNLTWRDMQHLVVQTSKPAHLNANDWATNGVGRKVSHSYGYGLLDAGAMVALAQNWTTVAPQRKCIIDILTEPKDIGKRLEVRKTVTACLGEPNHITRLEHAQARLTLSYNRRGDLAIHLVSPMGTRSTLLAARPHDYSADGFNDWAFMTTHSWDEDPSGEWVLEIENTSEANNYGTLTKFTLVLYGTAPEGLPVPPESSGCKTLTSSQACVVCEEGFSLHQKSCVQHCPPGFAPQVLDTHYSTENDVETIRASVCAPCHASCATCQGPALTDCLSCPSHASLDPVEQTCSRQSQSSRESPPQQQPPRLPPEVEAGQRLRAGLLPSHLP
p47phox inh – p47phox (human) inhibition. P14598. p47phox/p22phox peptide binding, fluorescence polarization, 2 h. inhibition, % at 24.7 µM. 0.53% of 220,000 active. AID 1274;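 active = inhibition above about 30%, limit read from the data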;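 note: 0% = p47phox with labelled peptide and 100% = labelled peptide alone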
Target sequence (P14598 whole entry, looked up): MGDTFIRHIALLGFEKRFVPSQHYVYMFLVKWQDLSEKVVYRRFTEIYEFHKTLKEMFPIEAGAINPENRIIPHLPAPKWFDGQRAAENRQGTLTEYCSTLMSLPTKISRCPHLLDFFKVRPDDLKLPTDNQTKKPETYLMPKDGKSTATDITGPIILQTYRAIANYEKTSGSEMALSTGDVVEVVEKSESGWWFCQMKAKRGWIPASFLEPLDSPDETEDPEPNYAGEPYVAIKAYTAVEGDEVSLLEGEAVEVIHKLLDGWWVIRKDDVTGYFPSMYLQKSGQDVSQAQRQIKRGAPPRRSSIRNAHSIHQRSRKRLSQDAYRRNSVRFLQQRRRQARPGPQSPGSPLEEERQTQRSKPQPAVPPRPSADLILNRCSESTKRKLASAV
An asterisk follows results filed as active; i = inactive; . = not tested or not shown; [ ] = dose if it differs, or a comment.

| structure | p97 inhibitor | Runt-CBFb FRET | Runt-SMMHC FRET | EBV gp42 inh | TbHK1 inh | RBBP9 inh | m-calpain inh | Furin inh | p47phox inh |
| --- | --- | --- | --- | --- | --- | --- | --- | --- | --- |
| O=C(O)c1ccc(N/N=C/c2cccc(F)c2)cc1 | -1.1 | 1.4 | -5.9 | -8.0 | -20.6 | -1.0 | -1.0 | 15.3 | -2.1 |
| Cc1ccc(C)c(CSc2nnc(-c3ccccn3)n2N)c1 | 0.5 | 2.2 | 5.7 | -1.9 | 0.0 | -3.6 | -14.8 | -27.1 | 5.0 |
| O=C1CCC([N+](=O)[O-])C(c2cc3c(cc2Cl)OCO3)N1 (stereo not drawn) | -0.2 | -1.2 | 3.6 | -6.1 | 2.8 | -5.8 | 9.1 | -18.4 | -9.5 |
| CCOC(=O)c1c(NC(=S)Nc2ccc(F)cc2)sc2c1CCC2 | 0.8 | 6.8 | 2.4 | 6.4 | -25.9 | -1.0 | -38.2 | -6.7[20 µM] | -17.7 |
| Cc1ccc(C(=O)O/N=C(\c2ccccc2)c2ccncc2)cc1 | 3.7 | . | 3.2 | -11.2 | -2.9 | -0.3 | -4.1 | -31.2 | -0.6 |
| CN(C)c1ccc(C2NCCS2)cc1 (stereo not drawn) | 2.4 | -1.6 | 0.4 | -25.1 | -55.1 | -6.3 | 19.5 | -2.9 | -9.2 |
| COC(=O)c1cc(=O)n(C2CC2)c(=NC2CC2)s1 | 3.9 | -1.2 | 0.8 | -11.2 | 3.8 | 4.8 | -9.1 | 2.1 | -7.0 |
| O=C(Nc1cccnc1Cl)c1cccc(F)c1 | -2.2 | 1.4 | -1.1 | -7.1 | 2.2 | -2.8 | 3.6 | -21.1 | -9.2 |
| N#C/C(=C\Nc1ccc2c(c1)OCCO2)C(=O)NCc1ccco1 | 2.7 | 2.4 | 2.2 | -3.7 | -63.5 | 2.2 | 2.0 | 7.9 | -7.4 |
| COc1ccc(NC(=O)CSc2nnc(-c3cccs3)n2C)cc1OC | -0.5 | -0.2 | -4.4 | -7.2 | -9.1 | -4.5 | -24.9 | -16.5 | -10.5 |
| O=C(CCCCn1c(=O)[nH]c2ccsc2c1=O)NCC1CCCO1 (stereo not drawn) | 8.4 | -0.2 | 1.5 | -11.8 | -4.2 | -0.3 | 34.1 | -17.7 | 2.8 |
| CCCCn1c(=O)[nH]c(=O)c2c1nc(-c1ccc(-c3ccccc3Br)o1)n2CC | 0.8 | 21.7 | 31.0 | -20.6 | -15.3 | -7.7 | -103.3 | -19.4[20 µM] | -20.6 |
| N/C(=N\O)c1ccc(Cl)cc1Cl | 6.1 | 0.4 | -3.7 | -16.7 | -5.0 | -2.8 | 15.4 | -27.5 | 2.8 |
| COc1ccccc1C1=Nn2c(nnc2C2CCCCC2)SC1 | -0.3 | -0.7 | 0.1 | 8.4 | 0.8 | -6.8 | -22.8 | -16.3 | -11.8 |
| CC(O)CNc1nc2c(c(=O)n(Cc3ccc(Cl)c(Cl)c3)c(=O)n2C)n1C (stereo not drawn) | 4.2 | 0.0 | -0.9 | -16.1 | -12.1 | -0.6 | -11.7 | -17.1 | -13.6 |

Next part, starting with the last three of the part before.
| structure | p97 inhibitor | Runt-CBFb FRET | Runt-SMMHC FRET | EBV gp42 inh | TbHK1 inh | RBBP9 inh | m-calpain inh | Furin inh | p47phox inh |
| --- | --- | --- | --- | --- | --- | --- | --- | --- | --- |
| N/C(=N\O)c1ccc(Cl)cc1Cl | 6.1 | 0.4 | -3.7 | -16.7 | -5.0 | -2.8 | 15.4 | -27.5 | 2.8 |
| COc1ccccc1C1=Nn2c(nnc2C2CCCCC2)SC1 | -0.3 | -0.7 | 0.1 | 8.4 | 0.8 | -6.8 | -22.8 | -16.3 | -11.8 |
| CC(O)CNc1nc2c(c(=O)n(Cc3ccc(Cl)c(Cl)c3)c(=O)n2C)n1C (stereo not drawn) | 4.2 | 0.0 | -0.9 | -16.1 | -12.1 | -0.6 | -11.7 | -17.1 | -13.6 |
| CCOC(=O)CNc1nc(Cl)nc(N2CCCCC2)n1 | -3.9 | 1.8 | -0.5 | -4.0 | 4.5 | -7.2 | 14.7 | -12.5 | -4.9 |
| CCCn1nnnc1SCC(=O)N1CCCC1 | -0.2 | 0.3 | 8.4 | 2.6 | -0.2 | -3.6 | -5.5 | -24.4[20 µM] | 2.9 |
| Cc1nn(C(C)C(=O)NNC(=S)Nc2ccc(F)cc2)c(C)c1[N+](=O)[O-] (stereo not drawn) | 1.2 | 2.7 | 1.1 | -10.5 | -9.4 | -7.0 | -6.9 | -12.8[20 µM] | 3.4 |
| CCOc1ccccc1C1NC(=O)NC(C)=C1C(=O)OC1CCCC1C (stereo not drawn) | 1.9 | -2.6 | 2.4 | -10.5 | 7.4 | -10.5 | -4.7 | -12.9[20 µM] | -0.4 |
| Cc1ccc2cc(CN(CCN3CCOCC3)C(=O)NCc3ccccc3)c(=O)[nH]c2c1C | -0.2 | -2.8 | 0.0 | 3.3 | 22.8 | -7.0 | -76.9 | -3.0 | -6.0 |
| Cc1cc(C)cc(N=C2NC(=O)/C(=C/c3cccs3)S2)c1 | 0.4 | -7.7 | 7.5 | -67.3 | 4.0 | -10.0 | -43.8 | -27.7 | -20.0 |
| CCC(=O)Nc1ccc(NC(=S)NC(=O)c2cc3ccccc3o2)cc1 | 2.4 | 0.5 | -2.5 | -4.3 | -22.3 | 0.9 | 28.7 | -3.1 | -18.2 |
| CC(NC(=O)c1ccccc1Cl)C(=O)O (stereo not drawn) | 7.8 | 1.0 | 4.1 | -6.1 | -2.1 | -5.0 | -0.5 | -18.5 | -2.3 |
| O=C1CCCC(O)=C1C=NCc1ccccc1 | 5.6 | -1.7 | 9.5 | 1.4 | -1.8 | 1.9 | 17.0 | -9.1 | -9.2 |
| Cc1occc1C(=O)N/N=C/C1=C(N2CCOCC2)C(=C\c2ccc(Cl)cc2)/CC1 | 3.0 | -19.7 | -93.7 | -34.6 | -12.2 | -1.1 | -58.3 | -15.1 | -17.3 |
| COc1cc(NC(=O)c2csc(N)n2)cc(C(=O)Nc2cccc(C(F)(F)F)c2)c1 | . | -0.5 | -5.0 | -6.6 | -6.6 | . | -22.5 | -8.7 | -4.8 |
| CCN1CCN(CC(=O)Nc2cccc(C)c2C)C(=O)C1=O | 3.9 | -0.2 | -4.1 | -11.4 | -6.4 | -2.8 | -15.9 | 0.1 | -14.8 |
| O=C1c2ccccc2NC(c2ccc(-c3cccc(Cl)c3)o2)N1O (stereo not drawn) | 4.9 | 11.7 | 5.3 | -14.9 | -12.3 | -4.7 | -13.8 | -6.1[20 µM] | -22.4 |
| COCCCN1C(=O)/C(=C\c2ccc3c(c2)OCO3)C(C(=O)OC)=C1C | 3.5 | 1.1 | -0.5 | 1.4 | -14.4 | -8.8 | 1.5 | -11.0 | -0.6 |
| COC(=O)c1sccc1NC(=S)N1CCCCC1 | -0.3 | 0.5 | -1.4 | 2.2 | -12.8 | 9.0 | 31.3 | -20.6[20 µM] | -4.0 |
| Cc1nc(C(=O)Nc2ccccc2)sc1C(=O)Nc1ccccc1 | 3.8 | 3.4 | -4.0 | -4.5 | -21.7 | 2.4 | 12.5 | -28.0 | -9.3 |
| Cc1cccc(C)c1NC(=O)C(Cl)=C(Cl)Cl | -2.5 | 1.3 | 1.2 | -10.1 | 8.6 | -8.8 | 17.7 | -11.2 | 6.0 |
| COc1cc(NC(=O)CN(C)S(=O)(=O)c2ccc3nc(C)sc3c2)cc(OC)c1 | 2.2 | . | 2.2 | -12.0 | -7.5 | -1.8 | 2.1 | -36.0 | -15.3 |
| CC(C(=O)Nc1nc2ccccc2s1)n1cc([N+](=O)[O-])cn1 (stereo not drawn) | 4.3 | -1.7 | 1.8 | -4.7 | 0.4 | -1.9 | 4.6 | -16.1 | 4.7 |
| Cc1cc(C(=O)Nc2cccc3cccnc23)ccc1[N+](=O)[O-] | 5.4 | 2.9 | -2.6 | -25.4 | 0.5 | -0.3 | 13.3 | -22.0 | -6.2 |
| O=C(Nc1cccnc1)c1ccc(N2CCCC2)c([N+](=O)[O-])c1 | -0.6 | -1.7 | -1.7 | -15.0 | -12.3 | -5.3 | 33.4 | -4.4 | -3.1 |
| CCn1cc(-c2ccnc3cc(C(=O)O)nn23)c(C)n1 | -1.8 | 2.3 | -0.2 | -3.9 | -8.1 | -0.5 | i | -33.1 | 2.8 |
| CC1(C)NC(=O)N(CCOCCOc2cccc(Oc3ccccc3)c2)C1=O | -9.6 | -0.9 | 1.0 | -22.9 | -1.1 | -16.1 | 18.9 | -6.1[20 µM] | -13.5 |
| CN(C)S(=O)(=O)c1cccc(C(=O)Nc2cccnc2)c1 | 2.9 | 1.1 | -9.7 | -12.5 | 3.4 | 0.2 | 0.2 | -25.1[20 µM] | -5.8 |
| N#CC1=C(N)N(c2ccc(Br)cc2)C2=C(C(=O)CCC2)C1c1cccnc1 (stereo not drawn) | 0.5 | 2.0 | 1.4 | -2.1 | -14.9 | -1.9 | -9.2 | -15.4 | -15.3 |
| c1ccc(-c2nnc(SCc3nc4ccccc4[nH]3)n2Cc2ccco2)nc1 | 3.1 | 3.7 | 3.0 | -0.8 | 2.6 | -10.1 | -2.8 | -25.1 | -6.2 |
| CCCOc1ccc(C(=O)CCC(=O)OCC(=O)N2CC(=O)Nc3ccccc32)cc1 | 3.2 | -6.9 | 0.7 | -6.4 | -6.6 | 1.7 | 41.3 | -9.0[20 µM] | -8.0 |
| Cc1ccc(S(=O)(=O)N(C)CC(=O)N2CCN(c3ccccn3)CC2)cc1 | 1.2 | -1.0 | -1.6 | -8.3 | 3.9 | -2.1 | -15.3 | -20.6[20 µM] | -10.6 |
| Cc1nc2ccc(NC(=O)NC(=O)c3c(Cl)cccc3Cl)cc2o1 | 1.4 | 2.8 | -0.3 | -6.5 | -5.8 | -14.2 | -14.6 | -20.8 | -6.1 |
| CCOC(=O)Nc1oc2ccccc2c(=O)c1C | 6.3 | -0.3 | -3.9 | -18.9 | -11.3 | -8.6 | -68.7 | -7.9[20 µM] | -13.3 |
| CCCCc1cc(=O)oc2c(CN(CC)CC)c(O)c(Cl)cc12 | 0.6 | 74.9* | 150.2* | -6.0 | -36.2 | 6.8 | i | -119.3[20 µM] | -0.4 |
| COc1ccc(C(CC(=O)c2ccccc2)S(=O)(=O)c2ccccc2)cc1 (stereo not drawn) | 7.0 | 0.5 | -0.4 | -24.6 | -2.9 | 4.4 | -2.7 | -15.9 | -16.6 |
| CC1CCCC(C)N1CCCNC(=O)c1cc2c(=O)n(C)c3ccccc3c2n1C (stereo not drawn) | -1.1 | 1.6 | -4.9 | -6.7 | 7.4 | -4.8 | -11.5 | -14.0 | -9.0 |
| O=C(/C=C/c1ccc(-c2ccccc2[N+](=O)[O-])o1)c1ccco1 | 5.2 | 15.6 | 3.6 | 10.1 | -2.9 | 7.0 | -11.3 | -22.8 | -9.9 |
| CCOC(=O)NC1(C(F)(F)F)C(=O)NC(C)=C1C(=O)OC (stereo not drawn) | 0.4 | 1.1 | -2.7 | -26.6 | -8.8 | -6.5 | -3.6 | -12.6[20 µM] | -5.8 |
| COCCNC(=O)Cn1cc(C(=S)N2CCCCC2)c2ccccc21 | 3.1 | 2.4 | -3.9 | -21.2 | -8.6 | 1.8 | 12.6 | -12.0 | -11.1 |
| Cc1cc(NC(=O)CSc2nc(=O)cc(N)n2-c2ccc(Cl)cc2)no1 | 0.7 | 0.1 | 4.7 | -1.4 | -5.8 | 6.3 | -4.9 | -14.6 | . |
| Cc1ccc(NC(=O)C2(c3cccs3)CCOCC2)cc1C | 3.6 | -0.3 | 1.6 | -22.2 | -1.7 | 2.6 | 10.9 | -13.8 | -6.1 |
